Screening results (PubChem BioAssay)
Xi reactivation: activators of inactive X chromosome reactivation, primary screen, imaging, XiGFP fibroblasts, GFP high-content imaging, set 2; XiGFP mouse fibroblasts, % GFP-positive cells imaging, 3 d; cells co-treated with 5-aza-dC sensitizer; scaled so ellipticine positive control = 100%; activation, % at 7.58 µM; hit rate 0.055% among 360,000; AID 743238, 2013;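 active means mean normalized replicate activation at least 10% and every replicate at or above 10%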;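 further: 0% = median of on-plate neutral control wells and 100% = ellipticine 6 µM median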
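System: 68-5-11 XiGFP fibroblast line | Buffer or medium: DMEM containing 5-aza-dC | Compound: Single point | Times: Compounds 3 days, fix/stain 15 min at room temperature | Benchmarks: Positive control ellipticine, 6 µM final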
* hit, by the source's call.

`Cn1cc([C@@H]2C[C@H]3CN(Cc4cccc(Cl)c4)C(=O)[C@]34CCCN24)c2ccccc21` gave Xi reactivation 0.2.
Screening Cc1ccc(S(=O)(=O)N/N=C2/CCCCC2C2CCCCC2)cc1[N+](=O)[O-] (centres undefined) returned Xi reactivation 0.0.
Screening CC(NC(=O)c1sc2ccccc2c1Cl)C1CCCO1 (centres undefined) returned Xi reactivation -0.1.
Screening CCCC#Cc1ccc([C@H]2[C@H](CO)N3C(=O)CN(C(=O)c4cccc(F)c4)C[C@@H]23)cc1 returned Xi reactivation 0.0.
Screening C[C@@H](NC(=O)C[C@@H]1C[C@@H]2c3cc(NC(=O)NC4CCCC4)ccc3O[C@@H]2[C@H](CO)O1)c1ccccc1 returned Xi reactivation -0.1.
For c1ccc(CN2CCCC3(CCCN(Cc4nc(COc5ccccc5)no4)C3)C2)cc1 (centres undefined) the results were Xi reactivation 0.0.
For CCc1ccc(OCC(=O)NC(C)(C)C)cc1 the results were Xi reactivation 0.0.
For Nc1nc(SC2c3cccc4cccc(c34)C2NS(=O)(=O)c2ccccc2)n[nH]1 (centres undefined) the results were Xi reactivation -0.2.
`CC1(C)C2CC=C(/C=N/NC(=O)c3ccc(O)cc3)C1C2` (centres undefined) gave Xi reactivation 0.0.
For C[C@H]1CCCCO[C@H](CN(C)Cc2ccc(C(=O)Nc3ccccc3N)cc2)[C@@H](C)CN([C@@H](C)CO)C(=O)c2cc(N(C)C)ccc2O1 the results were Xi reactivation -0.3.
Cc1ccccc1C(=O)O/N=C(\c1ccccc1)c1ccccn1 was read as Xi reactivation 0.1.
Screening Cc1ccc(OCC(=O)NNC(=O)c2cc(C)[nH]n2)cc1 returned Xi reactivation -0.1.
For CC(=O)N(C)C[C@@H]1Oc2ccc(NC(=O)NC(C)C)cc2CC(=O)N(C)C[C@@H]1C the results were Xi reactivation 0.2.
For CC(=O)N1CCN(CC(=O)Nc2ccccc2Sc2ccccc2)CC1 the results were Xi reactivation 0.2.
COCCOc1ccc(C(F)(F)F)cc1NC(=O)c1ccccc1F was read as Xi reactivation 0.1.
`CCNC(=S)N(Cc1c(C)noc1C)c1ccccc1` gave Xi reactivation 0.0.
Screening CCOc1ccc(C(=O)NC(=S)Nc2ccccc2N2CCCCC2)cc1[N+](=O)[O-] returned Xi reactivation 0.3.
Screening COc1cc(/C=N/NC(=O)CC2(C)OCCO2)cc(Br)c1O returned Xi reactivation 0.1.
`Cc1csc(NC(=O)/C=C/c2ccc(C)o2)n1` gave Xi reactivation -0.1.
For COC(=O)c1ccc(COc2ccccc2[N+](=O)[O-])o1 the results were Xi reactivation 0.0.
`CCCc1cc(=O)[nH]c(SCC(=O)N2CCN(S(=O)(=O)c3ccccc3)CC2)n1` gave Xi reactivation 0.0.
COc1ccc(N/C(C)=C/C(=S)Nc2ccccc2)cc1 was read as Xi reactivation 0.1.
Screening Nc1cc(OCC(F)(F)F)cc([N+](=O)[O-])c1 returned Xi reactivation 0.0.
CCNC[C@@H]1[C@@H](c2ccc(C#Cc3ccccn3)cc2)[C@@H](CO)N1C(=O)C1CC1 was read as Xi reactivation 0.1.
CC(C)(C)c1cc(C(C)(C)C)n(-c2ccccc2)n1 was read as Xi reactivation 0.5.
`C[C@@H]1CN(C)C(=O)Cc2cc(N)ccc2O[C@H]1CN(C)C(=O)OC(C)(C)C` gave Xi reactivation 0.3.
C=CCNC(=O)CC(=O)N/N=C/c1ccc(F)cc1 was read as Xi reactivation -0.1.
For C/C(=N\NC(=O)CCc1c[nH]c2ccccc12)c1cccc([N+](=O)[O-])c1 the results were Xi reactivation 0.0.
`CO[C@@H]1CN(C)C(=O)c2cc(NC(=O)NC3CCCC3)ccc2OC[C@@H](C)NC[C@@H]1C` gave Xi reactivation 0.5.
Cc1ccc(-c2nnn(CC(=O)N(Cc3cccs3)C(C(=O)NCC3CCCO3)c3ccco3)n2)o1 (centres undefined) was read as Xi reactivation 0.0.
For C[C@@H]1CN(C)C(=O)Cc2ccccc2O[C@@H]1CN(C)S(C)(=O)=O the results were Xi reactivation 0.1.
`CCOc1ccc(C2=Nc3ccc(Br)cc3C(c3ccc(N4CCOCC4)cc3)=NN2)cc1` gave Xi reactivation -0.2.
`O=C(COC(=O)Cc1cccc(C(F)(F)F)c1)Nc1cccc2ccccc12` gave Xi reactivation 0.0.
For Cc1ccc(/C=N/n2c(=O)c(C(C)(C)C)nn3cnnc23)cc1 the results were Xi reactivation -0.1.
`CC(C)c1ccc(/C=C(/C#N)c2nnc(NC(=O)c3ccccc3)s2)cc1` gave Xi reactivation 0.1.
Screening COc1ccc(CC(C#N)(CO)c2nc3ccccc3[nH]2)cc1 (centres undefined) returned Xi reactivation 0.2.
`CNC[C@H]1Oc2ccc(NC(C)=O)cc2C(=O)N(C)C[C@@H]1C` gave Xi reactivation 0.0.
`O=C(Nc1ccccc1)N1CC(=O)N2[C@H](CO)[C@@H](c3ccc(-c4ccc(F)cc4)cc3)[C@H]2C1` gave Xi reactivation 0.1.
Screening Cc1ccc(-c2ccc(C3[C@@H]4CN(Cc5ccccc5)C[C@H]3N4)cc2)cc1 (some centres undefined) returned Xi reactivation 0.0.
Cc1ccc(-c2csc(NC(=O)C3CCN(S(=O)(=O)c4cccs4)CC3)n2)cc1 was read as Xi reactivation -0.1.
For O=C(CNC(=O)c1ccc(Cl)cc1)NCC(F)(F)F the results were Xi reactivation 0.0.
COc1cc(/C=N/NC(=O)CC2(C)OCCCO2)ccc1OCc1ccc(Cl)cc1Cl was read as Xi reactivation 0.0.
Screening CCC(C)c1ccccc1NC(=O)COC(=O)c1ccc2c(c1)S(=O)(=O)c1ccccc1C2=O (centres undefined) returned Xi reactivation 0.0.
`Cc1ccc(S(=O)(=O)N2CC(O)CC2C(=O)OCc2nc3sc(C)c(C)c3c(=O)[nH]2)cc1` (centres undefined) gave Xi reactivation 0.0.
COC(=O)C1=C(C)NC(=S)NC1c1ccc(-c2cccc(Cl)c2)o1 (centres undefined) was read as Xi reactivation 0.1.
For Cc1ccc(NC(=O)CSc2nnc(C)c(=O)n2N)c(C)c1 the results were Xi reactivation 0.0.
For COc1cc(CNC23CC4CC(CC(C4)C2)C3)ccc1OCc1ccccc1 the results were Xi reactivation 0.0.
`CN(C)C(=O)c1cc2c(c(-c3cccc(/C=C/c4ccccc4)c3)n1)[C@H](CCO)N([S@@](=O)C(C)(C)C)C2` gave Xi reactivation 0.0.
Screening Cc1ccc(Nc2nnc(SCC(=O)NC3CCCc4ccccc43)s2)cc1 (centres undefined) returned Xi reactivation 0.0.
CNC(=O)/C(=C\c1cccc(Oc2ccccc2)c1)NC(=O)c1ccccc1 was read as Xi reactivation -0.1.
For N#CC1=C(N)Nc2nc3ccccc3n2C1c1ccc(F)cc1 (centres undefined) the results were Xi reactivation 0.5.
`COCCCNCCCCOc1ccc(Br)cc1C` gave Xi reactivation 1.5.
For O=C(NCC1CCCO1)C(c1cccs1)N(Cc1ccccc1)C(=O)c1ccc(-c2ccccc2)[nH]1 (centres undefined) the results were Xi reactivation -0.2.
Screening Cn1cc(/C=C(\C#N)C(=O)Nc2ncc(Cc3ccc(Cl)cc3)s2)c2ccccc21 returned Xi reactivation 0.3.
For COC(=O)c1cc(C(=O)NCCN2C(=O)S/C(=C\c3cccs3)C2=O)cc([N+](=O)[O-])c1 the results were Xi reactivation 0.0.
For Cc1ccc(-c2csc(N(CC3CCCO3)C(=O)c3ccco3)n2)cc1 (centres undefined) the results were Xi reactivation 0.0.
`COc1ccc2c3c([nH]c2c1)[C@@H](CO)N(Cc1ccccn1)CC31CN(C(C)=O)C1` gave Xi reactivation 0.2.
N#Cc1ccc(-c2cccc(-c3nc(C(=O)O)cc4c3[C@H](CCO)N(CC3CCOCC3)C4)c2)cc1 was read as Xi reactivation 0.0.
`CC(NCc1ccc2c(c1)OCO2)C(=O)N1CCc2ccccc21` (centres undefined) gave Xi reactivation 0.5.
Screening O=C(Nc1ccc(N2CCCC2)c(S(=O)(=O)Nc2cccc(C(F)(F)F)c2)c1)c1cccs1 returned Xi reactivation 0.1.
Cc1cc(N/N=C/c2ccccc2Cl)nc(NCc2ccccc2)n1 was read as Xi reactivation 0.2.
For S=C(NCCc1ccccn1)NC1CCCCC1 the results were Xi reactivation 0.0.
CC/C(=N\NC(=S)Nc1cc(C)ccc1C)c1ccc(OC(F)F)cc1 was read as Xi reactivation 0.4.
NS(=O)(=O)c1cccc(NC(=O)COC(=O)C2(c3cccc(F)c3)CCCC2)c1 was read as Xi reactivation 0.2.
For Cc1ccc(SCc2cc(=O)[nH]c(/N=C(\N)Nc3ccccc3Sc3ccccc3)n2)cc1 the results were Xi reactivation 0.0.
CCOc1cc(/C=C2\C(=O)N(CCc3ccc(OC)c(OC)c3)C(C)=C2C(=O)OC)ccc1O was read as Xi reactivation 0.5.
`COC(=O)c1ccc(NC(=O)C(=O)N2CCN(C(=S)Nc3cccc(C)c3C)CC2)cc1` gave Xi reactivation 0.1.
For CCOC(=O)c1nnn(CC(=O)N2N=C(c3cc(C)ccc3C)CC2c2ccc(OC)cc2)c1C(=O)OCC (centres undefined) the results were Xi reactivation 0.0.
`Cc1ccc(OCCC(=O)NCCc2ccc(S(N)(=O)=O)cc2)cc1` gave Xi reactivation -0.1.
O=C(Nc1cccc(-c2nc3ccccc3s2)c1)c1cccs1 was read as Xi reactivation 0.0.
COc1ccc(NC(=S)NNC(=O)c2cccs2)cc1 was read as Xi reactivation 0.1.
`CO[C@@H]1CN(C)C(=O)c2ccc(NS(C)(=O)=O)cc2OC[C@H](C)N(Cc2ccccc2)C[C@@H]1C` gave Xi reactivation 1.0.
For O=C(Nc1ccc2c(c1)[C@H]1C[C@H](CC(=O)N3CCCCC3)O[C@H](CO)[C@H]1O2)NC1CCCCC1 the results were Xi reactivation 0.0.
Screening CCc1c(C(=O)N/N=C/c2ccsc2)csc1C returned Xi reactivation -0.3.
`C/C=C/c1cnc2c(c1)C(=O)N([C@@H](C)CO)C[C@@H](C)[C@H](CN(C)CC1CCOCC1)O2` gave Xi reactivation 0.0.
`COc1ccc(OCC(=O)Nn2c(-c3ccc(C)cc3)nc3ccccc3c2=O)cc1` gave Xi reactivation -0.1.
Screening Cn1cnc([N+](=O)[O-])c1Oc1ccc2ccccc2c1 returned Xi reactivation 0.0.
Screening CC(=O)Nc1ccc2c(c1)CC(=O)N(C)C[C@H](C)[C@H](CN(C)C(=O)OC(C)(C)C)O2 returned Xi reactivation 0.3.
For O=c1[nH]c(CSc2ccccn2)nc2c1cnn2-c1ccccc1 the results were Xi reactivation -0.4.
For C[C@@H]1CC=CC[C@H](c2ccc3c(c2)OCO3)NC(=O)[C@@H](Cc2ccccc2)N(C)C(=O)c2ccccc2O1 (mixture of isomers) the results were Xi reactivation -0.1.

Reprinted at random: 4 compounds from above.
For C[C@H]1CCCCO[C@H](CN(C)Cc2ccc(C(=O)Nc3ccccc3N)cc2)[C@@H](C)CN([C@@H](C)CO)C(=O)c2cc(N(C)C)ccc2O1 the results were Xi reactivation -0.3.
For O=C(CNC(=O)c1ccc(Cl)cc1)NCC(F)(F)F the results were Xi reactivation 0.0.
`CC(NCc1ccc2c(c1)OCO2)C(=O)N1CCc2ccccc21` (centres undefined) gave Xi reactivation 0.5.
For S=C(NCCc1ccccn1)NC1CCCCC1 the results were Xi reactivation 0.0.

Back to the main list; the 5 compounds before the break are reprinted first.
`COc1ccc(OCC(=O)Nn2c(-c3ccc(C)cc3)nc3ccccc3c2=O)cc1` gave Xi reactivation -0.1.
Screening Cn1cnc([N+](=O)[O-])c1Oc1ccc2ccccc2c1 returned Xi reactivation 0.0.
Screening CC(=O)Nc1ccc2c(c1)CC(=O)N(C)C[C@H](C)[C@H](CN(C)C(=O)OC(C)(C)C)O2 returned Xi reactivation 0.3.
For O=c1[nH]c(CSc2ccccn2)nc2c1cnn2-c1ccccc1 the results were Xi reactivation -0.4.
For C[C@@H]1CC=CC[C@H](c2ccc3c(c2)OCO3)NC(=O)[C@@H](Cc2ccccc2)N(C)C(=O)c2ccccc2O1 (mixture of isomers) the results were Xi reactivation -0.1.
CCOc1ccccc1-n1c(SCC(=O)N2CCCc3ccccc32)nnc1-c1cccnc1 was read as Xi reactivation 0.0.
Screening CCSc1ncnc2sc(C)c(C)c12 returned Xi reactivation 0.0.
Screening CC(=O)N1[C@H](CN(CC(C)C)C(=O)c2ccccn2)[C@H](c2ccccc2)[C@@H]1CO returned Xi reactivation 0.2.
For Cc1cccc(C(=O)N/N=C/c2cc(Br)c(Br)o2)c1 the results were Xi reactivation -0.1.
Screening O=C(Nc1ccccc1N1CCOCC1)C1CCN(S(=O)(=O)c2cccc(C(F)(F)F)c2)CC1 returned Xi reactivation -0.1.
`CCn1c(SCC(=O)N=Nc2c(O)[nH]c3ccccc23)nc2ccccc21` gave Xi reactivation 0.0.
For O=C(Nc1c2c(nc3c1CCC3)CCCC2)c1ccccn1 the results were Xi reactivation 0.0.
Cc1sc2nc(CN3CCCC3)nc(Cl)c2c1C was read as Xi reactivation -0.1.
Screening Cc1ccc(NS(=O)(=O)c2ccc(Cl)c(NC(=S)NC(=O)C3CCCCC3)c2)cc1Cl returned Xi reactivation 0.1.
For O=C1NCCOCc2cn(nn2)CC[C@H]1Cc1ccc(F)cc1 the results were Xi reactivation 0.1.
`O=C(CNC(=O)c1cccc(F)c1)OCC(=O)N1CCCCC1` gave Xi reactivation 0.0.
C=CCOc1ccccc1CNc1cccc(F)c1 was read as Xi reactivation -0.1.
O=[N+]([O-])c1ccccc1SNc1ccccn1 was read as Xi reactivation 0.1.
C[C@H](CO)N1C[C@H](C)[C@@H](CN(C)C(=O)Nc2ccccc2C(F)(F)F)OCc2ccccc2-c2ccccc2C1=O was read as Xi reactivation 0.1.
For COCCN(C(=S)Nc1cccc(OC)c1)C1CCN(C(C)=O)CC1 the results were Xi reactivation -0.3.
`O=C(C[C@H]1C[C@H]2c3cc(NS(=O)(=O)c4ccc(F)cc4)ccc3O[C@H]2[C@H](CO)O1)NCc1ccccn1` gave Xi reactivation 0.3.
For c1ncn(C23CC4CC(CC(C4)C2)C3)n1 the results were Xi reactivation 0.2.
C[C@H]1CC=CC[C@H](c2ccc3c(c2)OCO3)NC(=O)[C@H](Cc2ccccc2)N(C)C(=O)c2ccccc2O1 (mixture of isomers) was read as Xi reactivation 0.3.

Not all compounds are listed; the hit share may differ from the screen's.
